APJ antag: antagonists of human APJ apelin receptor. P35414. CHO-K1 APJ beta-arrestin complementation, luminescence. inhibition, % at 20 µM. 330,000 compounds, 0.32% hits;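 active means inhibition above about 40% at 20 µM, limit read from the data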;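 further: cells challenged with 10 nM apelin-13 agonist together with compound; plate controls were apelin-13 plus DMSO wells for no effect and DMSO wells lacking apelin-13 for full effect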
EBI2 block: EBI2 (human) antagonism; P32249; EBI2 beta-arrestin recruitment, luminescence, 7a,25-OHC stimulated; inhibition, % at 5 µM; 360,000 compounds, 0.81% hits; AID 651636; in the data active means inhibition above about 38%;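 further: enzyme fragment complementation signal reports receptor beta-arrestin coupling in cells; 0% = agonist plus DMSO wells and 100% = wells without agonist; some results beyond the cut were filed as inactive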
Target sequence (P32249 whole entry, looked up, the tested form may be a part): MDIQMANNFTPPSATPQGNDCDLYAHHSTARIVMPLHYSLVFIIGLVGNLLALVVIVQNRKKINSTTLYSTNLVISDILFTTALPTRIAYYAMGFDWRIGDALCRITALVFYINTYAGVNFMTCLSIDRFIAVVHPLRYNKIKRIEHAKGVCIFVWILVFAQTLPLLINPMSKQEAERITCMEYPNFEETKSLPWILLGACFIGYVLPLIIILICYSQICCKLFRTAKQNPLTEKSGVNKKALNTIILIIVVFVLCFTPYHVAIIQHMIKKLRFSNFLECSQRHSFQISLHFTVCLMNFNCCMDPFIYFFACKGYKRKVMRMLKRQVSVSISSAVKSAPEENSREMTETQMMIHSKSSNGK
CXCR6 block: CXCR6 (human) receptor inhibition. inhibition, % at 20 µM. 360,000 compounds, 0.36% hits. CHO-K1 PathHunter CXCR6 beta-arrestin, luminescence. AID 602244; in the data active means inhibition above about 34%, passing the limit was not always enough;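 further: antagonist mode with CXCL16 agonist at 10 nM final; 0% = 10 nM CXCL16 with DMSO and 100% = unstimulated wells without agonist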
Target sequence (O00574 whole entry, looked up): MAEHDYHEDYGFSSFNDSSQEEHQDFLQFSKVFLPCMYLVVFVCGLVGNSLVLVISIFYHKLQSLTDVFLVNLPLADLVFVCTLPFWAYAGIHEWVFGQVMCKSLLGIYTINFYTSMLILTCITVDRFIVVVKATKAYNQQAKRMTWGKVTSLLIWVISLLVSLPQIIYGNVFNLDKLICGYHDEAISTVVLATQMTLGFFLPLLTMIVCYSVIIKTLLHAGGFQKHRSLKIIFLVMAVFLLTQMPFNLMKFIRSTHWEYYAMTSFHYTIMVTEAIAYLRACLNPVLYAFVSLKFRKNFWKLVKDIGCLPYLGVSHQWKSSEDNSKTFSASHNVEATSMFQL
CCR6 antagonist: blocks CCL20-driven beta-arrestin recruitment at human CCR6. P51684. CHO-K1 CCR6 PathHunter beta-arrestin, luminescence, CCL20-stimulated. inhibition, % at 20 µM. 340,000 compounds, 0.49% hits. AID 493098;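 active means compounds whose inhibition of the agonist-driven luminescence signal at 20 µM reaches about 50%, limit read from the data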;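 further: cells stimulated with CCL20 at 14 nM final; plate controls were DMSO with CCL20 for no effect and DMSO without agonist for full effect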
697 NFkB inh: inhibitors of the PMA/ionomycin-induced NF-kB reporter in 697 B cells; 697 B-cell NF-kB luciferase reporter, 16 h; inhibition, % at 4 µM; 330,000 compounds, 0.33% hits; AID 435022; in the data active means inhibition above about 35%
UBC13 inh: blocks human UBC13 polyubiquitin chain formation. AID 485273. TR-FRET. 330,000 compounds, 0.47% hits. inhibition, % at 20 µM. P61088; in the data active means inhibition above about 45%, passing the limit was not always enough
Target sequence (P61088 whole entry, looked up): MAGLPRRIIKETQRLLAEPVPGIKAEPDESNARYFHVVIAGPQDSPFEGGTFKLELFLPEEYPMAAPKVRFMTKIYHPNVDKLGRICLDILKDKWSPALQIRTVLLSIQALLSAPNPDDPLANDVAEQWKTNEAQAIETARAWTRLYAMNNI
Jurkat NFkB inh: inhibitors of the PMA/ionomycin-induced NF-kB reporter in Jurkat cells; 330,000 compounds, 0.53% hits; inhibition, % at 4 µM; PMA/ionomycin-induced NF-kB luciferase reporter, luminescence; in the data active means inhibition above about 50%
Gli-Sufu antag: antagonists of Gli-Sufu signaling; Sufu-KO-LIGHT fibroblasts, Gli luciferase reporter luminescence; 340,000 compounds, 0.74% hits; AID 588413; inhibition, % at 5 µM;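 active means inhibition above about 55%, limit read from the data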;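 further: 0% = DMSO-treated cells and 100% = wells with medium but no cells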
* = called active by the depositor; · = no result given.

Each structure is followed by: Gli-Sufu antag, CXCR6 block, Jurkat NFkB inh, UBC13 inh, CCR6 antagonist, 697 NFkB inh, EBI2 block, APJ antag
COc1ccc(C(=O)COC(=O)CNS(=O)(=O)c2ccc(C)cc2)cc1
  -7, -18, 2, 2, -3, 2, -6, 10
Cc1ccc(NC(=O)N[C@H](C(=O)O)C(C)C)c(C)c1
  8, 0, 24, 2, 2, 7, -13, -2
CC(=O)c1ccc(N2CCN(C(=O)c3ccc(NC(=O)C4CCCO4)cc3)CC2)cc1 (centres undefined)
  -3, -2, -4, 6, -5, 22, 0, -5
O=C(NCc1ccc(F)cc1)C(c1cccs1)N(C(=O)c1csnn1)C1CC1 (centres undefined)
  6, 3, 1, 7, 5, 13, -11, -2
CCOC(=O)c1ccc(NC(=S)N(CCN2CCCCCC2)Cc2ccco2)cc1
  -10, 17, 2, 3, 7, -23, 10, 8
Nc1nc(-c2ccc(S(=O)(=O)N3CCCCC3)cc2)cs1
  1, -8, 10, 9, 12, -9, 4, -15
NC(=O)c1cc([N+](=O)[O-])ccc1NCc1ccc(F)cc1
  -7, 6, -4, -14, 17, -35, -7, 2
Cc1cc(NC(=O)c2ccc(-c3ccccc3[N+](=O)[O-])o2)no1
  -11, -4, -2, 5, 7, -14, 5, 2
COc1ccc(NC(=O)CSc2c(C)nn(-c3nnc(C)c(=O)[nH]3)c2C)cc1
  22, 6, -17, -14, 11, 3, 5, 12
CCc1cc(S(=O)(=O)N2CCN(C(=O)c3ccco3)CC2)ccc1OC
  -6, 7, 1, 1, 11, 5, 3, 11
CC1(C)C(=O)Nc2ccccc2N1C(=O)COC(=O)c1cc(S(C)(=O)=O)ccc1Cl
  -2, 6, 14, 3, -1, 8, -9, 16
Cc1cccc2sc(NC(=O)C3CCN(C(=O)c4ccco4)CC3)nc12
  19, -6, 8, 8, 11, -10, -2, -3
Cc1n[nH]c(=O)c2c(NC(=O)COC(=O)Cc3c(F)cccc3Cl)oc(C)c12
  -2, -4, -14, -6, 7, 11, -1, 13
CCOc1cccc(CN(CC)CC2CCCN(CCc3cccc(OC)c3)C2)c1O (centres undefined)
  16, 0, -30, -3, 24, -34, 5, -10
CCOC(=O)c1cc(NC(=O)N2CCCCC2)c(C)nc1C
  -1, -1, -5, 4, -4, 2, 1, 0
COc1ccc(S(=O)(=O)NC2CCCCCC2)c(OC)c1
  2, 3, 1, 7, -11, -6, 7, 12
CN(CC(=O)Nc1ccc(Cl)cc1)C(=O)CNC(=O)c1cccs1
  -13, 17, -1, 0, 11, 10, -3, -2
COc1ccc(C(=O)/C=C/Nc2cc(C)on2)cc1
  -53, -8, -101, -17, -11, -93, -3, -8
Cc1ccc(C)c(S(=O)(=O)N2CCCOC2CNC(=O)C(=O)NCc2cccnc2)c1 (centres undefined)
  -8, 2, 7, 6, -2, 9, -3, 2
O=C(Oc1cc(-c2ccccc2)no1)c1ccc(F)cc1
  1, 7, -8, -3, 2, 2, 1, 1
COC(=O)c1ccccc1S(=O)(=O)N1CCC(C(=O)N(C)CCOc2ccccc2)CC1
  -8, -4, -5, -3, 23, -4, 5, -3
COC(=O)c1c(NC(C)=O)sc(C(=O)Nc2ccccc2OC)c1C
  -9, 1, 13, 22, -12, 12, -7, 13
CCOC(=O)Cc1csc(NC(=O)CSc2nnc(-c3ccncc3)n2Cc2ccco2)n1
  14, -9, 24, 11, -7, -47, 2, 27
O=C(Cc1ccc(Cl)cc1)NCCCNC(=O)c1cccnc1
  14, -6, -3, -4, -9, -23, -1, -17
CCN1C(=O)/C(=C/N(C)c2ccccc2)OC1=S
  -21, -1, -36, -10, 10, -32, 0, 23
Cn1ncc([N+](=O)[O-])c1C(=O)N/N=C/c1ccc(F)cc1
  17, 6, 3, -5, 7, 22, -9, 0
Cc1ccccc1CSc1nsc(N)n1
  -15, -2, -3, -2, 15, -10, 3, 21
Cc1cc(C)n2nc(SCC(=O)NC(=O)c3ccccc3)nc2n1
  11, -2, 3, 9, 2, 12, 4, 8
COc1cc2c(cc1OC)-c1cc(NCc3ccccn3)nc(=O)n1CC2
  -3, 2, 4, 10, -18, -11, -3, 1
O=C1c2ccccc2C(Nc2ccc(Cl)cn2)N1c1cccnc1 (centres undefined)
  -1, 2, -11, 7, 2, 12, 5, 8

15 neighbouring entries out of the list so far, quoted:
Each structure is followed by: Gli-Sufu antag, CXCR6 block, Jurkat NFkB inh, UBC13 inh, CCR6 antagonist, 697 NFkB inh, EBI2 block, APJ antag
CCOc1cccc(CN(CC)CC2CCCN(CCc3cccc(OC)c3)C2)c1O (centres undefined)
  16, 0, -30, -3, 24, -34, 5, -10
CCOC(=O)c1cc(NC(=O)N2CCCCC2)c(C)nc1C
  -1, -1, -5, 4, -4, 2, 1, 0
COc1ccc(S(=O)(=O)NC2CCCCCC2)c(OC)c1
  2, 3, 1, 7, -11, -6, 7, 12
CN(CC(=O)Nc1ccc(Cl)cc1)C(=O)CNC(=O)c1cccs1
  -13, 17, -1, 0, 11, 10, -3, -2
COc1ccc(C(=O)/C=C/Nc2cc(C)on2)cc1
  -53, -8, -101, -17, -11, -93, -3, -8
Cc1ccc(C)c(S(=O)(=O)N2CCCOC2CNC(=O)C(=O)NCc2cccnc2)c1 (centres undefined)
  -8, 2, 7, 6, -2, 9, -3, 2
O=C(Oc1cc(-c2ccccc2)no1)c1ccc(F)cc1
  1, 7, -8, -3, 2, 2, 1, 1
COC(=O)c1ccccc1S(=O)(=O)N1CCC(C(=O)N(C)CCOc2ccccc2)CC1
  -8, -4, -5, -3, 23, -4, 5, -3
COC(=O)c1c(NC(C)=O)sc(C(=O)Nc2ccccc2OC)c1C
  -9, 1, 13, 22, -12, 12, -7, 13
CCOC(=O)Cc1csc(NC(=O)CSc2nnc(-c3ccncc3)n2Cc2ccco2)n1
  14, -9, 24, 11, -7, -47, 2, 27
O=C(Cc1ccc(Cl)cc1)NCCCNC(=O)c1cccnc1
  14, -6, -3, -4, -9, -23, -1, -17
CCN1C(=O)/C(=C/N(C)c2ccccc2)OC1=S
  -21, -1, -36, -10, 10, -32, 0, 23
Cn1ncc([N+](=O)[O-])c1C(=O)N/N=C/c1ccc(F)cc1
  17, 6, 3, -5, 7, 22, -9, 0
Cc1ccccc1CSc1nsc(N)n1
  -15, -2, -3, -2, 15, -10, 3, 21
Cc1cc(C)n2nc(SCC(=O)NC(=O)c3ccccc3)nc2n1
  11, -2, 3, 9, 2, 12, 4, 8

Remaining list, next part.
Each structure is followed by: Gli-Sufu antag, CXCR6 block, Jurkat NFkB inh, UBC13 inh, CCR6 antagonist, 697 NFkB inh, EBI2 block, APJ antag
CS(=O)(=O)c1ccccc1C(=O)Nc1cc2c(cc1C(=O)O)OCCCO2
  -12, -6, 1, 2, -7, 8, 0, 7
c1ccc2c(c1)NC1(CCCCC1)n1c-2nc2ccccc21
  -35, -7, -44, 3, -12, -40, -6, -1
CCOCCCNC(=O)c1cc2c(=O)n3ccccc3nc2s1
  -14, -7, -20, 25, 7, 2, -6, 11
CC(C)(C)c1ccc(C(=O)CCC(=O)OCC(=O)NCCc2ccc(S(N)(=O)=O)cc2)cc1
  3, -2, -3, 7, 6, 18, -4, -25
CN(C)S(=O)(=O)c1ccc(C(=O)OCC(=O)Nc2ccc(OC(F)F)cc2)cc1
  1, 3, 2, 6, -5, 28, -10, 3
COC(=O)c1ccccc1NC(=O)Cn1nc2n(C)c3ccccc3n2c(=O)c1=O
  ·, ·, -1, -10, ·, -1, ·, 12
CCOc1ccc(NC(=O)N(CCN2CCOCC2)Cc2ccc3c(c2)CCCN3CC)cc1
  -10, -6, -23, -4, -3, -21, 1, -9
Cc1ccc(C(=O)Nc2scc(-c3ccccc3)c2C(=O)O)cc1
  -46, -10, -9, -3, -1, -92, 11, -13
Cc1noc(C)c1S(=O)(=O)N(C)C[C@H]1Oc2ccc(NC(=O)NC3CCCCC3)cc2C(=O)N([C@H](C)CO)C[C@@H]1C
  -10, -5, 14, 17, 2, 21, -7, 6
O=C(NCC(=O)N1CCC2(CC1)NCCc1[nH]cnc12)c1ccccc1F
  4, 5, 7, -3, 5, 12, -5, 37
CC(C)(C)CC(C)(C)NC(=O)c1ccc2snnc2c1
  2, 7, 9, 17, 11, 3, 16, 9
O=C1OC(N2CCN(C(=O)c3ccco3)CC2)c2ccccc21 (centres undefined)
  0, 4, 5, -5, -11, 14, -7, -24
CC(C)Oc1ccc(CN2CCC(n3nccc3NC(=O)C3CC3)CC2)cc1
  10, 5, 9, 1, 2, 15, -8, 8
NC(=O)c1cc([N+](=O)[O-])ccc1NCC1CCCCC1
  -11, -2, -2, 8, 14, -20, 21, 2
CC(C)NC(=O)c1ccccc1-c1ccccc1
  5, -5, -9, -3, 1, -11, -4, 1
CCC(C(=O)Nc1ccc(C(=O)O)cc1NC(=O)C(CC)c1ccccc1)c1ccccc1 (centres undefined)
  -13, -22, -15, -27, 1, -21, -1, -22
O=C(CCc1nnc(C2CCCCC2)o1)N1CCCCC1CCn1cccn1 (centres undefined)
  -1, 0, 2, 6, 1, 9, -2, -2
O=C(NCc1ccccc1Cl)C1CCCN1C(=O)NC1CCCCC1 (centres undefined)
  -6, 0, -7, -1, 16, 2, 3, 20
CCOC(=O)C1CCN(S(=O)(=O)c2cnc[nH]2)CC1
  -4, -7, 14, 7, -12, 1, -2, 0
O=C(Cn1[nH]c(=O)c2ccccc2c1=O)Nc1ccc(-c2nnc3n2CCCCC3)cc1
  3, -4, 2, -6, 5, 3, 4, 8
O=C(Nc1cc(Cl)ccc1N1CCOCC1)c1cccnc1
  -6, 5, 14, -2, 5, 13, -18, 21
COc1ccc(/C=C/C(=O)O)cc1COc1ccccc1C
  2, 3, 9, 7, 9, 10, -9, 6
O=C(Cn1cc(C(=O)c2ccco2)c2ccccc21)NC1CCCCC1
  2, -3, 7, 38, 7, 19, 0, -9
COc1cc(C)nc(N2CCCC(C(=O)Nc3ccccc3Br)C2)n1 (centres undefined)
  -1, 3, -2, -6, 0, -33, -9, -7
Cc1cccc(C(=O)Nc2cccc(OCC(=O)O)c2)c1
  2, 2, -7, 4, 5, 20, -10, 20
Cc1ccc(CN2CCN(Cc3cccn3-c3ccc(Cl)cn3)CC2CCO)o1 (centres undefined)
  25, 1, -12, 0, -6, 10, 4, 6
CCc1nc2nc(C)c(NS(=O)(=O)c3ccc4c(c3)CCCC4)c(=O)n2[nH]1
  -2, -2, 5, 4, 8, 20, 0, -3
COc1ccccc1NC(=O)Nc1nc(CC(=O)Nc2ccccc2F)cs1
  -4, -4, 13, 18, 17, 16, -7, 2
Fc1cccc(Cl)c1/C=C/c1cnc2ccccc2n1
  4, -7, -118, 2, 13, -243, 10, -38
O=C1C=C(c2ccc(Cl)cc2)C(=O)N1Nc1ccccc1
  -3, 14, 14, 10, 41, 4, 4, 24
O=c1c(F)cn(C2CCCO2)c(=O)n1Cc1ccccc1Cl (centres undefined)
  4, -1, 1, -16, 4, -14, -9, -56
c1ccc(NC2=NCCN2CCC2CCCCC2)cc1
  10, 7, 19, 8, 7, 17, 3, -3
COc1cc(OC)cc(C(=O)OCC(=O)Nc2nnc(-c3ccccc3)o2)c1
  -7, 8, ·, ·, 7, ·, -6, ·
CCN(CC)CCn1c2c(c(SCC(=O)Nc3nc(C)cs3)nc1=O)CCC2
  4, 4, -6, -5, 5, 3, -8, 16
Cc1cc(C)cc(OCC(=O)N(Cc2cccs2)C2CCS(=O)(=O)C2)c1 (centres undefined)
  0, -3, -4, -2, -5, 3, 3, 16
O=C(COC(=O)c1ccccc1C(=O)c1ccc(Cl)cc1)NCc1ccccc1
  -8, -7, -2, 3, 15, 8, -4, 11
C/C(=N\N1C(=O)c2ccccc2NC1c1ccco1)c1ccccc1O (centres undefined)
  10, 23, -120, 0, 7, -99, 5, 2
Cc1nc(C)c2c(c1C(F)(F)F)-c1ccccc1C2(F)F
  2, 1, -19, 8, -4, 10, -5, -1
Cc1c(-c2ccccc2)nnn1-c1ccc(F)cc1F
  -70, 7, -65, 2, 9, -61, -11, -8

Random draw from the library. About 3% of those tested had a hit in this group.
